# Source: PubChem BioAssay (several laboratories)
# EBNA-1 inhibitor – blocks EBNA-1 binding to DNA | EBNA-1 DNA binding, fluorescence polarization | inhibition, % at 14.8 µM | 300,000 compounds, 0.34% hits; in the data active = inhibition above about 28%
# PP1 counter – counter-screen for PP5 inhibitors: inhibitors of human PP1-alpha. P62136. purified PP1alpha, OMFP fluorescence. inhibition, % at 6.7 µM. 320,000 compounds, 0.9% hits. AID 2235;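 active = inhibition above the mean inhibition of all tested compounds plus 3 SD, computed separately for each screening campaign, cut at about 15% in these data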
# Target sequence (P62136 whole entry, looked up): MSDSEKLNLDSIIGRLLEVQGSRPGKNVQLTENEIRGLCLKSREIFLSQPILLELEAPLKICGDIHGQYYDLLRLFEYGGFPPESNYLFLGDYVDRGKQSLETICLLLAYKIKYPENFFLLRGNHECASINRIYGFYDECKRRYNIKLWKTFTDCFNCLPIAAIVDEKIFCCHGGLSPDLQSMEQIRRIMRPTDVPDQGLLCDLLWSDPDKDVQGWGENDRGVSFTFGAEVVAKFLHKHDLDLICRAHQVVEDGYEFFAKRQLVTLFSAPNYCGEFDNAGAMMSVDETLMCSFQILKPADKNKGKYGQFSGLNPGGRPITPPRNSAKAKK
# PP5 primary – PP5 (human) phosphatase inhibition. P53041. purified PP5c, OMFP substrate fluorescence. inhibition, % at 6.7 µM. 320,000 compounds, 0.18% hits. AID 1987;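 active = inhibition above the campaign's mean inhibition across all tested compounds plus 3 SD, cut at about 9.5% in these data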;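 note: 0% = DMSO only and 100% = 100 µM cantharidin control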
# Target sequence (P53041 whole entry, looked up): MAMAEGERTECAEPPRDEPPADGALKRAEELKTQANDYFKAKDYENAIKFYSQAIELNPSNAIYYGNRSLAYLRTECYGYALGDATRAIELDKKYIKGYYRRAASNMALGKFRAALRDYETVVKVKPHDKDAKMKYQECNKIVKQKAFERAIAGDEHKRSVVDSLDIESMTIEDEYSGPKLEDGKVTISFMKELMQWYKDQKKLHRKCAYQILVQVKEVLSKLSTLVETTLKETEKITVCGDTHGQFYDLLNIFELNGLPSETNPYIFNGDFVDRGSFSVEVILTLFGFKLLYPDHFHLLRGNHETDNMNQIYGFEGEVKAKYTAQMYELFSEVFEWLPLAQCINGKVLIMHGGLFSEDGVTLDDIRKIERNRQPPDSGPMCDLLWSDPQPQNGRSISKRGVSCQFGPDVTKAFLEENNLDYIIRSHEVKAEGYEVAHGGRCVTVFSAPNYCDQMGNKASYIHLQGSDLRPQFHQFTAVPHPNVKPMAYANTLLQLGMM
# ZTA DNA inh – blocks Epstein-Barr virus ZTA, an EBNA-1 counter-screen; P03206; ZTA-DNA binding, fluorescence polarization; inhibition, % at 11 µM; 320,000 compounds, 0.15% hits; AID 2234; in the data active = inhibition above about 33%
# Target sequence (P03206 whole entry, looked up): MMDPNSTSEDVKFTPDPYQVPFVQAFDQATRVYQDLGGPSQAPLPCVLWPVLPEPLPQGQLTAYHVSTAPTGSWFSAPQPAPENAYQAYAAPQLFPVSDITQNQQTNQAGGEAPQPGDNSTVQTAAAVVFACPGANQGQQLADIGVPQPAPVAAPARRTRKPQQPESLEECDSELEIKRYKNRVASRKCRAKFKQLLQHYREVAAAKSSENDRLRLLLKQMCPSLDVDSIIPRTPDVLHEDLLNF
# CTSL1 counter – cathepsin L1 inhibition, PFM18AAP counter-screen. recombinant F. hepatica cathepsin L1, Z-Leu-Arg-MCA fluorescence. inhibition, % at 5.96 µM. 300,000 compounds, 0.49% hits;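 active = inhibition above the mean of all tested compounds plus 3 SD, set per screening campaign, cut at about 17% in these data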;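 note: 0% = plate median of test compound wells and 100% = 1 µM Z-Phe-Ala-diazomethylketone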
# TPT1 inhibitor – inhibitors of Candida albicans tRNA 2'-phosphotransferase TPT1 | recombinant caTPT1, FP RNA substrate dephosphorylation | inhibition, % at 5 µM | 300,000 compounds, 0.81% hits | AID 1962;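 active = inhibition above the mean of all tested compounds plus 3 SD, set per screening campaign, cut at about 24% in these data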;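 note: plate controls were DMSO alone for no effect and ferristatin control at 100 nM for full effect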
# Efflux pump inh – blocks antifungal efflux pumps in multiplex yeast assay; inhibition, % at 10 µM; S. cerevisiae Candida pump triplex, Nile Red efflux; 330,000 compounds, 0.44% hits;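 active = plate passing quality check with inhibition over a set limit, or well fluorescence over plate mean plus 4 SD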;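 note: Nile Red retained in pooled yeast measured as flow cytometry median fluorescence; 0% = buffer negative control and 100% = Enniatin B positive control; higher means more Nile Red kept so more efflux inhibition; some compounds called inactive have numbers as strong as hits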
# core dimer inh – blocks dimerization of HCV core protein; TR-FRET GST/Flag-core106 dimerization, 1536-well; 300,000 compounds, 0.33% hits; inhibition, % at 5 µM; AID 1899;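 active = inhibition above the mean of all tested compounds plus 3 SD, set per screening campaign, cut at about 45% in these data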
#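 System – GST-tagged and Flag-tagged HCV core protein residues 1-106 · Repeats – one well for each compound · Technique – TR-FRET 671 and 617 nm emission · Doses – one concentration, 5 µM, in 0.5% DMSO · Times – 4 h, 22.5 °C incubation · Also added – Eu donor and XL665 acceptor anti-tag antibodies · Measure – percent inhibition of core106 dimerization signal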
# PREPL inh – human PREPL enzyme inhibition; inhibition, % at 5.96 µM; 320,000 compounds, 0.68% hits; recombinant PREPL, fluorescence polarization activity-based probe; AID 2751; in the data active = inhibition above about 43%;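 note: 0% = enzyme with DMSO and 100% = wells lacking enzyme; many of its hits are not listed in these tables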
# An asterisk follows results filed as active; nt = not tested or not shown.
# A first look:
SMILES,EBNA-1 inhibitor,PP1 counter,PP5 primary,ZTA DNA inh,CTSL1 counter,TPT1 inhibitor,Efflux pump inh,core dimer inh,PREPL inh
COCCNC(=O)c1ccc(CSc2nc3ccccc3s2)cc1,-15,-4,3.1,-5,-8,-1,0.5,1,-7
O=C1N/C(=N\N=C\c2cccs2)SC1Cc1ccc(Cl)c(Cl)c1 (stereo not given),-4,-7,0.3,-1,0,-1,0.0,20,-18
CC(C1CC1)N(Cc1ccccc1)C(=S)Nc1ccccc1 (stereo not given),-3,-8,1.5,-6,-3,-5,-0.1,4,0
O=C(Nc1ccncc1)c1cccs1,-7,-1,1.8,2,0,-5,0.1,-2,-2
Cc1ccc(C)n1-c1nn(S(=O)(=O)c2cccc3cccnc23)c2cccc(F)c12,-11,3,3.7,-15,-1,-3,0.1,3,-4
O=C(COc1ccc(Nc2ccccc2)cc1)OCC(=O)N1CCCCC1,-15,5,-0.2,-6,-3,1,0.1,-4,15
CC(=O)Nc1nc(-c2ccccc2)c(-c2ccccc2)o1,-3,-1,-1.5,-12,5,-1,0.0,-12,1

# All compounds of this part (from the top)
SMILES,EBNA-1 inhibitor,PP1 counter,PP5 primary,ZTA DNA inh,CTSL1 counter,TPT1 inhibitor,Efflux pump inh,core dimer inh,PREPL inh
COCCNC(=O)c1ccc(CSc2nc3ccccc3s2)cc1,-15,-4,3.1,-5,-8,-1,0.5,1,-7
O=C1N/C(=N\N=C\c2cccs2)SC1Cc1ccc(Cl)c(Cl)c1 (stereo not given),-4,-7,0.3,-1,0,-1,0.0,20,-18
CC(C1CC1)N(Cc1ccccc1)C(=S)Nc1ccccc1 (stereo not given),-3,-8,1.5,-6,-3,-5,-0.1,4,0
O=C(Nc1ccncc1)c1cccs1,-7,-1,1.8,2,0,-5,0.1,-2,-2
Cc1ccc(C)n1-c1nn(S(=O)(=O)c2cccc3cccnc23)c2cccc(F)c12,-11,3,3.7,-15,-1,-3,0.1,3,-4
O=C(COc1ccc(Nc2ccccc2)cc1)OCC(=O)N1CCCCC1,-15,5,-0.2,-6,-3,1,0.1,-4,15
CC(=O)Nc1nc(-c2ccccc2)c(-c2ccccc2)o1,-3,-1,-1.5,-12,5,-1,0.0,-12,1
Cc1ccc(C(=O)N/N=C\c2ccncc2)s1,6,-1,0.4,1,2,-1,0.0,-13,12
CC(/C=N/NC(=O)c1ccncc1)=C\c1ccco1,9,-1,-1.9,-3,5,-1,-0.1,-6,7
COC(=O)c1ccc(CSc2nnc(-c3c[nH]c4ccccc34)n2C)o1,8,-2,-1.2,10,-1,-2,-0.1,-2,4
O=C(NCc1cccc(Cl)c1)C1CCN(c2nnc(N3CCCC3=O)s2)CC1,-6,0,1.2,-17,-5,-2,0.0,3,24
CCN1C(=O)c2cccc3c(S(=O)(=O)Nc4ccccc4OC)ccc1c23,0,-2,-0.9,2,4,-2,0.0,9,-6
O=C(Cc1ccccc1)N1CCN=C1SCc1cccc([N+](=O)[O-])c1,2,1,5.1,-1,2,3,0.2,3,28
COC(=O)c1c(C(C)=O)cnc2ccc(Br)cc12,9,1,-1.5,11,-1,0,0.0,0,7
CN(C(=O)/C=C/c1cnc2ccccc2c1)C1CCCCC1,-14,4,1.3,-11,-4,-2,0.2,0,2
O=[N+]([O-])c1ccc(NC(=S)NCc2ccncc2)cc1,-7,-1,2.4,3,-1,3,0.2,3,5
COC(=O)c1cn(C(=O)c2cc(OC)cc(OC)c2)c2ccccc12,-4,2,1.1,-11,0,1,-0.2,-12,-12
O=C(NCc1ccco1)c1ccc(Cn2cc([N+](=O)[O-])cn2)o1,-8,-2,-2.1,8,-5,2,0.0,-2,6
Nc1nonc1C(=O)NCCNCc1c(OCc2ccccc2F)ccc2ccccc12,-9,10,2.7,-18,2,-3,-0.3,-7,23
C[C@H](NC(=O)C1CCN(S(=O)(=O)c2ccccc2)CC1)C(=O)NCc1ccc(F)cc1,9,-5,-2.4,3,10,-1,-0.1,9,5
O=C(c1cnsn1)N1CCCC(Nc2ccc(F)c(F)c2)C1 (stereo not given),-11,-1,0.2,10,0,3,0.3,-9,9
COc1ccccc1/C=N/N(C(C)=O)c1nc(-c2ccc(F)cc2)cs1,-1,-3,1.8,1,2,0,-0.1,7,-7
COc1ccccc1CCNS(=O)(=O)c1cn(C)nc1C,-1,0,2.0,2,-1,0,0.1,15,-1
COc1ccc2nc(NC(=O)CSc3cn[nH]n3)sc2c1,-11,1,4.5,-2,-4,-5,0.1,-7,0
COc1ccc(N2CCN(S(=O)(=O)c3ccc(OC)c(C(=O)N4CCCC4)c3)CC2)cc1,3,-6,2.6,2,-6,2,0.4,11,-9
# (more compounds)
SMILES,EBNA-1 inhibitor,PP1 counter,PP5 primary,ZTA DNA inh,CTSL1 counter,TPT1 inhibitor,Efflux pump inh,core dimer inh,PREPL inh
CCOC(=O)N1CCN(C(=O)c2ccc(N(Cc3ccc(C)cc3)S(C)(=O)=O)cc2)CC1,-1,-4,1.8,-3,-2,-2,0.0,0,5
O=C(CN1C(=O)NC(Cc2ccccc2)C1=O)Nc1ccc(F)c(F)c1F (stereo not given),nt,-4,0.6,-3,nt,nt,-0.1,nt,9
CC(=O)OCc1c(F)c(F)c(-n2nc(C)cc2C)c(F)c1F,-1,-2,0.2,1,-2,4,0.1,3,3
Clc1ccc(CN2CCCCCCC2)cc1,-6,9,2.9,-23,1,-1,-0.1,-15,11
CCN(CC)CCOc1c(Br)ccc2c1sc1nc3n(c(=O)c12)CCC3,6,1,-0.4,-8,4,-2,0.0,-8,-27
C=CCc1cccc2cc(C(=O)Nc3cccc(C(=O)O)c3)c(=O)oc12,-1,-4,-2.7,-7,-3,0,0.1,0,-10
O=C(CSc1ccccc1)N1CCN(c2ccc(F)cc2)CC1,9,-1,-2.1,-3,17*,-4,0.0,9,-22
CCOc1ccc(N(C)S(=O)(=O)c2ccc(C)c(C(=O)NCc3ccccc3OC)c2)cc1,nt,2,2.6,-7,nt,nt,0.2,nt,2
O=C(c1ccccc1NS(=O)(=O)c1cccc([N+](=O)[O-])c1)N1CCOCC1,2,1,4.0,7,-2,-4,-0.1,1,6
COc1ccc(S(=O)(=O)N2CCN(CC(=O)Nc3cc(Cl)ccc3Cl)CC2)cc1,nt,-1,1.0,-22,nt,nt,-0.3,nt,-3
Cc1ccc(C)c(Cc2c(C)nc(C)[nH]c2=O)c1,7,-6,-1.4,11,-3,0,-0.1,1,1
COc1cccc(OCc2cc(C(=O)N3CCN(c4ccccc4O)CC3)no2)c1,3,-2,-0.8,2,7,-4,0.0,-7,5
O=C(CN1CCN(c2ccc(F)cc2)CC1)Nc1nccs1,3,-1,0.9,-6,1,-1,0.0,4,7
C=CCCCCCCCCc1nc(SCC(=O)O)n[nH]1,2,-1,-0.6,-4,4,-3,-0.1,-1,-3
O=C(NCc1ccc2c(c1)OCO2)c1ccc(-c2ccc(Cl)cc2)o1,-1,9,5.8,-8,0,-2,-0.1,0,0
Cc1cccc(C)c1OCc1nnc(SCC(=O)Nc2cccc(C(=O)N3CCOCC3)c2)n1C,-15,-4,1.0,-6,-7,-1,0.4,4,-5
CCOC(=O)c1sc(=S)n(-c2ccc(C)cc2)c1SC,10,3,1.8,-6,-2,3,-0.1,-2,-1
CNc1nnc(-c2cccc(N(C)C)c2)s1,-11,-11,3.0,-7,-4,2,0.3,-9,9
CCOc1cc(S(=O)(=O)NC2CC(C)(C)NC(C)(C)C2)ccc1F,0,-4,0.7,1,-3,-2,0.0,-7,10
Cc1ccc2c(c1)n([O-])c1c([n+]2=O)CCCC1,8,0,-1.2,-6,4,-3,-0.1,-5,1
CCCCCC1CCC(c2n[nH]c(=S)n2C)CC1 (stereo not given),9,1,2.0,6,-2,0,0.3,2,8
COc1ccccc1OCCNC(=O)CNC(=O)c1ccc2c(c1)OCO2,-1,-8,-2.3,2,1,1,0.0,2,-15
Cn1nc(C(=O)N2CCCc3ccccc32)c2ccccc2c1=O,-3,-4,-1.7,10,-1,-2,0.0,4,1
CC(C)(C)c1ccc(C2CC2C(=O)N/N=C\c2cc3ccccc3nc2Cl)cc1 (stereo not given),-2,-4,-3.7,-11,-7,-1,0.6,-4,-11
COc1cccc(C(c2c(C)[nH]n(-c3ccccc3)c2=O)c2c(C)[nH]n(-c3ccccc3)c2=O)c1O,6,2,3.5,-6,-7,-1,-0.3,0,11

# Part of the list above, with values under each structure:
# Order of values – EBNA-1 inhibitor, PP1 counter, PP5 primary, ZTA DNA inh, CTSL1 counter, TPT1 inhibitor, Efflux pump inh, core dimer inh, PREPL inh
- O=C(c1cnsn1)N1CCCC(Nc2ccc(F)c(F)c2)C1 (stereo not given)
  -11, -1, 0.2, 10, 0, 3, 0.3, -9, 9
- COc1ccccc1/C=N/N(C(C)=O)c1nc(-c2ccc(F)cc2)cs1
  -1, -3, 1.8, 1, 2, 0, -0.1, 7, -7
- COc1ccccc1CCNS(=O)(=O)c1cn(C)nc1C
  -1, 0, 2.0, 2, -1, 0, 0.1, 15, -1
- COc1ccc2nc(NC(=O)CSc3cn[nH]n3)sc2c1
  -11, 1, 4.5, -2, -4, -5, 0.1, -7, 0
- COc1ccc(N2CCN(S(=O)(=O)c3ccc(OC)c(C(=O)N4CCCC4)c3)CC2)cc1
  3, -6, 2.6, 2, -6, 2, 0.4, 11, -9

# (listing goes on)
SMILES,EBNA-1 inhibitor,PP1 counter,PP5 primary,ZTA DNA inh,CTSL1 counter,TPT1 inhibitor,Efflux pump inh,core dimer inh,PREPL inh
COc1ccccc1N=Cc1nc(-c2ccccc2)oc1OC(C)=O,-7,1,0.3,-4,17*,3,0.2,3,10
COc1cc(/C=N/NC(=O)c2ccncc2)ccc1OC(=O)c1cccc(Br)c1,-7,3,2.3,1,3,-2,0.1,0,24
Cc1ccc(CN2CCN(Cc3ccc(-n4cccn4)cc3C)CC2CCO)cc1 (stereo not given),-13,-8,2.5,12,7,8,0.2,6,0
CN(C)c1ccc(C(O)P(=O)(OCc2ccccc2)c2ccc(N(C)C)cc2)cc1 (stereo not given),-13,-2,2.1,-2,-1,3,0.3,3,51*
COc1ccc(N=C2NC(=O)/C(=C/c3ccco3)S2)cc1,6,1,-0.5,-6,3,1,-0.1,-1,20
CCOC(=O)c1ccc(NC(=O)CCOc2ccc(OC)cc2)cc1,-6,-4,2.2,7,0,1,0.0,0,-7
COc1cc(NC(=O)C2CCCN(S(=O)(=O)c3cccc4nsnc34)C2)cc(OC)c1 (stereo not given),3,1,4.8,-16,2,2,-0.2,2,10
CCC(=O)n1nc(-c2ccco2)nc1SCc1ccccc1,-4,0,-0.8,-1,2,3,-0.1,-4,5
Cn1c(C2=C(O)CN(c3ccccc3)C2=N)nc2ccccc21,3,-4,0.6,9,2,0,0.0,-1,14
O=C(Nc1ccccc1F)c1ccc(Cn2cc(Cl)cn2)cc1,2,2,2.4,0,-3,-2,0.0,1,-7
Cc1sc2ncnc(SCC(=O)N3c4ccccc4Sc4ccc(Cl)cc43)c2c1C,8,-1,0.9,-10,4,0,0.0,-1,-2
CCN(CC)C(=O)CSc1nnc(CNc2ccc(F)cc2)o1,2,2,-1.4,-4,2,-4,-0.2,-4,-3
O=C(SCC(O)C(O)CS)c1cccs1 (stereo not given),9,0,0.7,10,1,1,0.0,8,-5
O=C(NCCCN1CCOCC1)c1ccc(CS(=O)(=O)Cc2ccccc2Cl)o1,0,1,-6.0,-18,9,-3,-0.1,-1,16
C=CCN(C(=O)c1csnn1)C(C(=O)NC1CCCC1)c1ccc(Cl)cc1 (stereo not given),0,1,2.7,-6,-5,1,-0.3,1,10

# Only part of the results is shown (hit frequency here may not be typical).
